Vif-A3G inh: blocks the Vif interaction with human APOBEC3G; HeLa A3G-eYFP + Vif (tagged APOBEC3G with the HIV-1 protein that degrades it), YFP fluorescence, overnight; Potency, µM (doses to about 46.1 µM), for the others: at the highest dose activity, negative = active, hits mostly inhibitors; 410,000 compounds, 0.076% hits; AID 602310;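 also: potency is read from the fitted curve at half-maximal effect; % is scaled to controls: 0 for no effect and ±100 for the full control effect; nearly all actives have a fitted effect of over 60% in size; hits raise eYFP signal because A3G escapes Vif-driven loss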
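HeLa cells stably expressing Vif and C-terminally eYFP-tagged A3G, seeded overnight at 37 deg C, then exposed to compound by pintool overnight at 37 deg C. Rise in yellow fluorescence (Ex 488/Em 500-530, Acumen) marks blocked Vif-driven A3G degradation.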
Glioma ERSR ind: inducers of ER stress response in human glioma cells; U87-MG GRP78 promoter luciferase reporter, 16 h; Potency, µM, for inactives: top-dose activation, hits mostly activators; 420,000 compounds, 0.02% hits; AID 602332; also: potency is read from the fitted curve at half-maximal effect; series mostly up to about 76 µM; % of control where 0% means no effect; nearly all actives have a fitted effect of over 35% in size
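Stably transfected U87-MG human glioma cells carrying a GRP78-based luminescent sensor were seeded at 1000 cells/well, pin-dosed with compounds and incubated 16 h. Luciferase reagent was then added, and end-point luminescence was read after 10 min at room temperature.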
ERG-DNA inh: blocks human ERG Ets domain binding to DNA; fluorescence polarization, His-ERG Ets domain / labelled DNA; 370,000 compounds, 0.028% hits; AID 624246; Potency, µM (titrated, usually from 76.9 µM), inactives show top-dose FP activity, negative = inhibition, usual class: inhibitors; P11308; active = well fitted inhibition curve with a large enough effect in the polarisation, with a control signal flat; inconclusive = small, poorly fitted or top-dose-only effect, or effect the other way, or a change in a side signal; inactive = no such curve, though single readings can be large or run the other way; the % refers to the polarisation;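 also: polarization taken with two DNA probes labelled with fluorescein and Texas red; potency is read from the fitted curve at half-maximal effect; % of control where 0% means no effect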
Target sequence (P11308 whole entry, looked up, the tested form may be a part): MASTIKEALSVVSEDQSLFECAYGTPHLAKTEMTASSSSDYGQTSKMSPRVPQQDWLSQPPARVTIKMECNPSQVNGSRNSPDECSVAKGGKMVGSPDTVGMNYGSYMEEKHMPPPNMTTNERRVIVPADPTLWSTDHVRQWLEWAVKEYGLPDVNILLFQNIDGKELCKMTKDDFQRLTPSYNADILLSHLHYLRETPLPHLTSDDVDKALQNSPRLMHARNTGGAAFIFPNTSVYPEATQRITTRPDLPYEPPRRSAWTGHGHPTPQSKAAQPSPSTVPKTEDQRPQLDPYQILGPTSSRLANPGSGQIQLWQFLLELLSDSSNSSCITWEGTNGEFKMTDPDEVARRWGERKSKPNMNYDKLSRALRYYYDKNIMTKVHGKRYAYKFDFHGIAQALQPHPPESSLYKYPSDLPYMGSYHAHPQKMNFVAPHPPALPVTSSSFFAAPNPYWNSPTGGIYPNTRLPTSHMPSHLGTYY
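His-tagged ERG Ets domain (1 uM in the protein solution; 300mM KCl, 50mM Tris-HCl, 1mM EDTA, 1mM DTT, pH 7.5) received compound, then a probe mix of 5 nM fluorescein-DNA and 100nM Texas-615-DNA. Fluorescence polarization was read for both dyes.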
RGS4 inhibitor: blocks human RGS4-accelerated GTP hydrolysis | P49798 | Transcreener GDP fluorescence polarization, RGS4-accelerated GTP hydrolysis | Potency, µM (titrated, usually from 114 µM), inactives show top-dose activity change, negative = inhibition, hits mostly inhibitors | 390,000 compounds, 0.039% hits; also: potency is read from the fitted curve at half-maximal effect; % is scaled to controls: 0 for no effect and ±100 for the full control effect; nearly all actives have a fitted effect of over 75% in size; some results filed as inactive show a strong effect at the top dose
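MLSMR compounds (23 nl, pin-transferred) preincubated 10 min at room temperature with a 500nM (2x) first reagent, then RGS4 at 900nM (2x) plus Transcreener GDP mix added; fluorescence polarization (620/688 nm) read before and after 90 min at 30 °C.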
Vif-A3F inh: blocks the Vif interaction with APOBEC3F; Potency, µM (highest dose often 46.1 µM), for the others: top-dose activity, negative = active; AID 602313; 390,000 compounds, 0.2% hits; HeLa A3F-eYFP + Vif (tagged APOBEC3F with the HIV-1 protein that degrades it), YFP fluorescence increase; also: potency is read from the fitted curve at half-maximal effect; % of control where 0% means no effect; nearly all actives have a fitted effect of over 65% in size
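HeLa cells stably expressing A3F-eYFP plus Vif, plated and incubated overnight at 37 deg C, then exposed to compounds overnight at 37 deg C. Blocked degradation read as raised yellow fluorescence (Ex 488/Em 500-530).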
LDHA inh: blocks human lactate dehydrogenase A; P00338; purified LDHA, NADH/diaphorase-resazurin fluorescence; active compounds read low; activity change, % (values are at about 110 or 230 µM); 480,000 compounds, 0.15% hits; in the data active = activity change below about -30%; inconclusive = mostly about -25% to -30%;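 also: plate controls were DMSO wells for no effect and wells without enzyme for full effect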
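Enzyme activity of human lactate dehydrogenase 5 (2 nM; 0.06 mM NADH, 0.2 mM pyruvate, 5 min, RT) is measured via a resazurin/diaphorase fluorescence readout of residual NADH.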
D2 antag: antagonists of human D2 dopamine receptor; P14416; HEK293 TREx D2 cells, calcium flux, dopamine EC80; inhibition, % at 10 µM; 340,000 compounds, 2% hits; in the data active = inhibition above about 30%; also: 0% is about no effect
Target sequence (P14416 whole entry, looked up): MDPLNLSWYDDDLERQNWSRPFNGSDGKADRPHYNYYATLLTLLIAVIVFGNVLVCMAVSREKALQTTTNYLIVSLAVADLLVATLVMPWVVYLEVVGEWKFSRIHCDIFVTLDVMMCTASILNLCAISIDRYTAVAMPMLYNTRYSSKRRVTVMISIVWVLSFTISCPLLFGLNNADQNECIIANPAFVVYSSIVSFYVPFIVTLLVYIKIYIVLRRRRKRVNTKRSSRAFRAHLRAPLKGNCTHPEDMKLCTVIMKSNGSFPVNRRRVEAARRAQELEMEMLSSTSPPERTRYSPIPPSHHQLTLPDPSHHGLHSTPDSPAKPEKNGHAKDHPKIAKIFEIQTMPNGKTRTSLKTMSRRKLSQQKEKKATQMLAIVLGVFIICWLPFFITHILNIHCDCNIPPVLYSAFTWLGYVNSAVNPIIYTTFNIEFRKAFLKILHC
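Cells plated overnight at 30 C with tetracycline; no-wash calcium dye, 30–90 min RT; 10 s baseline; compound pinned; 180 s read; EC80 dopamine added; another 180 s read.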
12-LOX inh: ALOX12 (human) lipoxygenase inhibition; purified 12hLO, xylenol orange hydroperoxide absorbance; Potency, µM (top dose mostly 108 µM), without a hit: top-dose activity change, negative = inhibition, usual class: inhibitors; 580,000 compounds, 1.1% hits; also: potency is read from the fitted curve at half-maximal effect; % is scaled to controls: 0 for no effect and ±100 for the full control effect
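Purified human 12hLO at 150 nM in 25 mM Hepes, 0.01% Triton X-100, pH 7.0, preincubated 15 min at room temperature with compound. Reaction started with 40 uM arachidonic acid, 30 min at room temperature. Hydroperoxide measured by Fe-xylenol orange, 573/405 nm absorbance ratio.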
D2 ag: activates the human D2 dopamine receptor; P14416; HEK293 T-REx D2 cells, calcium flux agonist mode; activation, % at 2 µM; 340,000 compounds, 0.53% hits; AID 485358;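 active = activation over 3 SD above normal in the single-dose calcium agonist read, cut at about 30% in these data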; also: 0% is about no effect
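Tetracycline-induced HEK293 Trex cells with D2 receptor force-coupled to calcium signaling, plated overnight at 30 C and loaded with no-wash calcium dye. Calcium flux read kinetically for 180 s after compound addition; responses flag agonists.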
Active calls of the source: *; ? = inconclusive; · = not tested or not shown; [ ] = remark or other dose. Unless noted, calls follow the shape of the dose curve; as a rule, active = well fitted curve in the direction sought with a large enough effect; inconclusive = small, poorly fitted or top-dose-only effect, or another doubt; inactive = no such curve, though single readings can be large; an effect the other way counts as inactive or inconclusive.

SMILES	Vif-A3G inh	Glioma ERSR ind	ERG-DNA inh	RGS4 inhibitor	Vif-A3F inh	LDHA inh	D2 antag	12-LOX inh	D2 ag
CC(C)COC(=O)N(C)C[C@@H]1OCc2cn(nn2)CCCC(=O)N([C@@H](C)CO)C[C@H]1C	-5.9%	-2.5%	·	·	-11.4%	-10.5	·	0.2%	·
CCOc1ccc(NC(=O)CSc2nc3c([nH]c4ccccc43)c(=O)n2C)cc1	-0.3%	-0.9%	-3.3%	25.3%	-2.9%	-1.0	-6.1	9.8%[57.4 µM]	0.2
CCOC(=O)C(Cc1ccc(OC)c([N+](=O)[O-])c1)NC(=O)CCC(=O)Nc1ccc(OC)cc1 (configuration not stated)	-0.6%	-1.2%	-2.6%	30.6%	12.8%	-4.2	9.1	10.8%	0.5
COc1ccc(NC(=O)C2CCCCN2N)cc1OCC(C)C (configuration not stated)	-3.5%	-1.3%	·	-2.9%	-4.5%	-13.9	·	?	·
Cc1cccc2cc(CN(Cc3ccccc3)Cc3nnnn3Cc3ccccc3)c(=O)[nH]c12	1.1%	-3.2%	·	1.3%	·	-8.1	·	·	·
N#Cc1c(-c2ccccc2Cl)cc(C2CC2)nc1N	1.6%	-1.9%	3.6%	-27.0%	-0.8%	-17.4	-10.3	?	2.1
Cc1ccc2c(=O)c(C(=O)NCc3cccs3)c[nH]c2c1	2.0%	4.4%	0.3%	-13.9%	-10.0%	-9.4	-5.2	-12.6%	-0.1
Cc1cccc(N=Nc2cnc(N)s2)c1	-8.3%	7.4%	-1.5%	1.2%	?	-4.5	9.9	13.3%	-0.1
CC(=O)Oc1ccc(Cn2cnc3cc4ccccc4cc32)cc1	-6.3%	-1.8%	0.5%	0.1%	3.0%	2.1	-6.4	0.0%	0.0
CCCN(C(=O)C1CCN(S(=O)(=O)c2ccc(OC)c(OC)c2)CC1)C1CCS(=O)(=O)C1 (configuration not stated)	0.7%	-6.1%	2.4%	29.4%	-14.4%	-6.4	-2.4	-0.2%	0.0
O=C(c1ccccc1)N1CCN(C(=O)c2cc3nc(-c4ccccc4)cc(C(F)(F)F)n3n2)CC1	0.4%	-5.7%	48.1%[activator]	5.1%	-7.3%	-7.4	-5.9	2.2%	-0.7
CN(CC(=O)Nc1cccc(F)c1)C(=O)CC1CCCCC1	-0.5%	-3.0%	9.4%	-8.5%	0.8%	-2.5	-5.8	0.3%	0.1
CC(C)Cn1c(-c2cccnc2)nc2c1c(=O)[nH]c(=O)n2CC(C)C	0.7%	-2.1%	-2.8%	30.0%	1.9%	-3.1	-3.6	-4.3%	-0.1
COC(=O)c1cc(C(=O)Nc2nnc(C3CC3)s2)cc([N+](=O)[O-])c1	0.6%	-1.8%	-4.0%	8.9%	-15.0%	-0.3	6.4	-5.0%	-0.5
O=C(Nc1ccc2c(c1)OCO2)C1COc2ccccc2O1 (configuration not stated)	-2.1%	1.0%	-0.8%	7.1%[56.9 µM]	-0.9%	-0.8	7.3	22.5%	0.0

Profiles from above:
Results for CCCN(C(=O)C1CCN(S(=O)(=O)c2ccc(OC)c(OC)c2)CC1)C1CCS(=O)(=O)C1 (configuration not stated) → Vif-A3G inh = 0.7%; Glioma ERSR ind = -6.1%; ERG-DNA inh = 2.4%; RGS4 inhibitor = 29.4%; Vif-A3F inh = -14.4%; LDHA inh = -6.4; D2 antag = -2.4; 12-LOX inh = -0.2%; D2 ag = 0.0
Results for N#Cc1c(-c2ccccc2Cl)cc(C2CC2)nc1N → Vif-A3G inh = 1.6%; Glioma ERSR ind = -1.9%; ERG-DNA inh = 3.6%; RGS4 inhibitor = -27.0%; Vif-A3F inh = -0.8%; LDHA inh = -17.4; D2 antag = -10.3; 12-LOX inh = ?; D2 ag = 2.1
Results for CCOc1ccc(NC(=O)CSc2nc3c([nH]c4ccccc43)c(=O)n2C)cc1 → Vif-A3G inh = -0.3%; Glioma ERSR ind = -0.9%; ERG-DNA inh = -3.3%; RGS4 inhibitor = 25.3%; Vif-A3F inh = -2.9%; LDHA inh = -1.0; D2 antag = -6.1; 12-LOX inh = 9.8%[57.4 µM]; D2 ag = 0.2

Going on with the list:
SMILES	Vif-A3G inh	Glioma ERSR ind	ERG-DNA inh	RGS4 inhibitor	Vif-A3F inh	LDHA inh	D2 antag	12-LOX inh	D2 ag
Cc1ccc(C(=O)NCC(=O)OCC(=O)c2ccc3c(c2)NC(=O)CO3)cc1	-3.3%	-4.5%	3.9%	10.6%	-14.5%	-2.7	-14.7	-16.1%	1.7
O=C1CSC(=S)N1c1ccc(O)cc1	0.0%	-3.5%	104.7%[activator]	-21.8%	-6.7%	-0.8	·	-1.7%	·
CCOc1cccc2cc(C(=O)NC(C)c3ccccc3)c(=N)oc12 (configuration not stated)	-10.3%	-0.9%	2.0%	10.3%	-23.0%	6.1	0.8	-9.1%	-0.1
O=C(CN1C(=O)NC2(CCCc3ccccc32)C1=O)Nc1cccc(S(=O)(=O)N2CCCCC2)c1 (configuration not stated)	-0.3%	-6.7%	·	-21.7%	-1.5%	4.5	-14.3	-2.0%	-0.2
CC1CCN(CCCCOc2ccccc2-c2ccccc2)CC1	-1.1%	-2.4%	-11.8%	4.1%	17.2%	-15.6	83.8*	?	0.5
CN(Cc1ccccc1)C(=O)c1ccccc1C(=O)O	-11.4%	-0.4%	2.4%	9.7%	?	-2.7	7.0	-28.5%	3.2
CCCC1CCc2[nH]nc(C(=O)NN)c2C1 (configuration not stated)	-20.4%	1.8%	0.1%	-4.3%	-6.5%	-10.8	-14.8	10.8%	-0.3
O=C(Nc1ccccc1)Nc1ccc(Br)cc1F	1.7%	6.7%	5.9%	21.7%	3.5%	-1.7	12.2	-20.3%	3.5
CCOC(=O)C1(C)CCCN1C(=O)c1ccc(F)c(Cl)c1 (configuration not stated)	-4.7%	-3.4%	·	·	·	-5.9	·	28.4%	·
COc1ccc(/C=C/C(=O)NC(=S)Nc2ccc(S(N)(=O)=O)cc2)cc1	-0.6%	-2.0%	-3.1%	9.1%	0.6%	-14.5	-6.5	-16.7%	1.6

Part of the list above, in markdown:
| compound | Vif-A3G inh | Glioma ERSR ind | ERG-DNA inh | RGS4 inhibitor | Vif-A3F inh | LDHA inh | D2 antag | 12-LOX inh | D2 ag |
| --- | --- | --- | --- | --- | --- | --- | --- | --- | --- |
| Cc1ccc2c(=O)c(C(=O)NCc3cccs3)c[nH]c2c1 | 2.0% | 4.4% | 0.3% | -13.9% | -10.0% | -9.4 | -5.2 | -12.6% | -0.1 |
| Cc1cccc(N=Nc2cnc(N)s2)c1 | -8.3% | 7.4% | -1.5% | 1.2% | ? | -4.5 | 9.9 | 13.3% | -0.1 |

D2 antag: what is marked active above.
mol	ERG-DNA inh	RGS4 inhibitor	Vif-A3F inh	LDHA inh	D2 antag	12-LOX inh
CC1CCN(CCCCOc2ccccc2-c2ccccc2)CC1	-11.8%	4.1%	17.2%	-15.6	83.8*	?

Not all compounds are listed; count on the stated rates, not on these rows.
